Assay outcomes (PubChem BioAssay)
S3 lipid droplet = qHTS Assay for Lipid Storage Modulators in Drosophila S3 Cells; AID 2685; lipid storage change, negative = inhibition, % at the top dose, mostly 46.1 µM; hits show Potency in µM; Drosophila S3 cells, BODIPY lipid droplet fluorescence, 18-24 h; cells fed with added oleic acid; 320,000 tested, 0.64% active; active = well fitted inhibition curve with a large enough effect in the signal ratio, with a control signal flat, not every such curve was filed as active; inconclusive = small, poorly fitted or top-dose-only effect, or effect the other way, or a change in a side signal; the % refers to the signal ratio
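Drosophila S3 cells got compounds at several concentrations plus oleic acid (400 uM solution). Laser-scanning cytometry with 488 nm excitation read lipid droplets at 500-530 nm and cells at 575-640 nm. Percent activity was relative to 20 uM Triacsin C.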
S3 lipid droplet cell count max = also measured in S3 lipid droplet; calls as there; cell number change, %; measured here: cell count max response;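 cells counted by Cell Tracker Red CMTPX staining in the red channel; peak over a dose series mostly up to 46.1 µM; percent activity relative to internal control wells on each plate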
Active calls of the source: *; i = inactive; ? = inconclusive; . = no result given; [ ] = dose if it differs, or a comment. % is scaled to controls: 0 for no effect and ±100 for the full control effect; potency is read from the fitted curve at half-maximal effect.

canonical_smiles,S3 lipid droplet,S3 lipid droplet cell count max
N#CC(C#N)=C1C=C2C=C(N3CCCCCC3)CCC2CC1 (configuration not stated),?,.
CCN(CC)CCNC(=O)CNC(=O)c1nn(-c2ccc(OC)cc2OC)c(=O)c2ccccc12,8.1%,12.7
C#CCN(CC=C)C(=O)c1cccc(OC2CCN(S(C)(=O)=O)CC2)c1,?,.
CCSc1nc(C)c(CC)c(C)c1C(N)=O,?,.
Oc1c(Cl)cc(Cl)c2c1NCCC2,i,.
O=C(NCCc1ccc(Cl)cc1)C1CCCN1C(=O)Nc1ccccc1 (configuration not stated),?,.
Cc1ccccc1C(=O)NCC(=O)OC1CCCCC1=O (configuration not stated),?,.
O=C(CSCC(=O)N1CCOCC1)Nc1ccccc1,-0.3%,5.4
Cc1c(S(=O)(=O)N2CCCC(C)C2)c(=O)n(C)c(=O)n1C (configuration not stated),?,.
Cc1ccccc1-c1cc(C(=O)NCc2cccs2)n(CC2CC(c3cccnc3)=NO2)n1 (configuration not stated),?,.
CNC(=O)c1cc2c(ccc3ccccc32)o1,i,-7.6
CC(C)(c1ccccc1)c1ccc(OCCN2CCCC2)cc1,-3.3%,-13.5
CC1CCCN(c2ccc(C(=O)OCn3nnc4ccccc4c3=O)cc2[N+](=O)[O-])C1 (configuration not stated),?,.
CC(C)Nc1ccc(-n2nc3ccccc3[n+]2[O-])cc1,19.7%,-19.9
Cc1ccc(Cn2cccc(NC(=O)NCc3ccccc3)c2=O)cc1,11.9%,9.9
COc1ccc(N(CC(=O)NCc2ccccc2)C(=O)Cn2nnc(-c3ccccc3F)n2)cc1OC,?,.
O=C(NCCc1ccccc1)C1CCN(C(=O)N2CCOc3ccccc32)CC1,19.8%,26.2
CC(C)CN1C(=O)N(c2ccc(Cl)cc2)C(C)(O)CC1(C)C (configuration not stated),?,.
Cn1c(SCC(=O)N2CCCc3ccccc32)nnc1-c1cccs1,20.1%,0.7
Cc1ccc2c(CC(=O)N3CCc4ccccc43)coc2c1,?,.
O=C(CN1CCCCC1)n1c2ccccc2c2ccccc21,-12.2%,-8.0
COC(=O)C1=C(C)N=C2SCCC(=O)N2C1c1cccs1 (configuration not stated),1.5%,-3.4
COc1cc(C(=O)NCC(=O)OCC(=O)c2cccc3ccccc23)cc(OC)c1OC,1.9%,-24.4
CCOc1ccc(S(=O)(=O)N2CCCCC2)cc1NC(=O)CSCc1c(C)noc1C,?,.
Cc1onc(-c2ccccc2Cl)c1C(=O)Nc1ccccc1,9.8%,6.9
Cc1cccc(N2CCN(C(=O)c3ccncc3)CC2C)c1 (configuration not stated),i,10.1
N#CCC(=O)N/N=C/c1ccc(N2N=C(c3ccccc3)CC2c2ccccc2)cc1 (configuration not stated),?,.
Cc1cc(NC(=O)CSc2nc3cc4c(cc3c(=O)n2CCc2ccccc2)OCO4)no1,?,.
C=CCNC(=O)c1onc(CSc2cccc(C)c2)c1C(=O)O,4.0%,-6.3
Cc1c(NC(=O)C2CCCN2S(=O)(=O)c2cccc3nsnc23)cccc1C(=O)O (configuration not stated),?,.
CNC(=O)c1csc(Cc2c(Cl)sc3ccc(Cl)cc23)n1,?,.
CCCCC(=O)Nc1ccc(C(=O)N2CCN(C)CC2)cc1,13.2%,.

Retrieved by compound from the list above (4):
canonical_smiles,S3 lipid droplet,S3 lipid droplet cell count max
Cc1ccccc1C(=O)NCC(=O)OC1CCCCC1=O (configuration not stated),?,.
CNC(=O)c1cc2c(ccc3ccccc32)o1,i,-7.6
Cc1ccc(Cn2cccc(NC(=O)NCc3ccccc3)c2=O)cc1,11.9%,9.9
N#CC(C#N)=C1C=C2C=C(N3CCCCCC3)CCC2CC1 (configuration not stated),?,.

Next results:
canonical_smiles,S3 lipid droplet,S3 lipid droplet cell count max
CCNc1nc(NCC)nc(OCC(=O)O)n1,-20.8%,-14.3
COc1ccc(C(=O)N2CCN(C(=O)c3ccc(-c4ccccc4)cc3)CC2)cc1OC,?,.
CC(=O)Oc1cccc(NC(=O)c2cccc(C(=O)Nc3cccc(OC(C)=O)c3)c2)c1,4.7%,-19.1
COC(=O)c1ccccc1NC(=O)CSCC(=O)Nc1ccc(F)cc1,?,.
CCOC(=O)C1=C(c2ccccc2)NC(=S)NC1c1cc([N+](=O)[O-])ccc1OC (configuration not stated),9.3%,-10.7
COc1ccc(CN(C)C(=O)c2ccc(Oc3ccccc3)cc2)cc1F,-25.0%,8.8
CCN1CCN(C(=O)/C=C/c2ccc(OC)cc2)CC1,?,.
O=C(Cn1nnc2ccccc2c1=O)N[C@@H](Cc1c[nH]c2ccccc12)C(=O)O,?,.
CCOC(=O)COc1ccc2c(C)cc(=O)oc2c1C(=O)c1ccccc1,-0.2%,-9.6
Cc1ccc(NC(=O)COC(=O)c2ccc([N+](=O)[O-])o2)cc1S(=O)(=O)N1CCCCC1,?,.
CCc1nc2scc(-c3ccccc3)c2c(=O)n1N,?,.
Cc1ccc(-n2c(C)n[nH]c2=S)cc1,0.6%,-1.3
O=C1C(=O)N(CCO)C(c2cccc(F)c2)/C1=C(\O)c1ccc(Cl)cc1 (configuration not stated),7.2%,-0.4
CC1=C(C(=O)Nc2ccccc2C(=O)NC2CCCCC2C)SCCO1 (configuration not stated),i,-1.2
O=C(NC1CCN(Cc2ccccc2)CC1)c1cn(-c2ccccc2)nc1-c1cccnc1,?,.
CN1C(=O)CCC(CCC(=O)O)(c2ccccc2O)C1=O (configuration not stated),-3.3%,6.8
CC(=O)c1ccc(S(=O)(=O)Nc2ccc(C(=O)N3CCC3)cc2)cc1,?,.
Cc1cc(C)c2oc(=O)cc(CN3CCOCC3)c2c1,4.6%,-9.6
COc1cc2[nH]c3c(N4CCN(c5ccc(Cl)cc5)CC4)ncnc3c2cc1OC,?,.
Cc1cccc(C)c1NC(=O)COC(=O)c1nonc1N,i,.
COC(=O)c1ccc(C)c(NC(=O)COC(=O)C2CC3CCCC(C2)C3=O)c1 (configuration not stated),?,.
COC(=O)Cc1c(C)c2ccc(O)c(CN3CCCC(C)C3)c2oc1=O (configuration not stated),i,11.3
Nc1ccccc1SCc1cn2ccccc2n1,?,.
CCOCCCNCC(=O)Nc1ccc(OC(F)(F)F)cc1,?,.
CCN(CC)CCc1c(C)[nH]c(C(=O)OCc2ccccc2)c1C,?,.
Cc1ccc(NC(=O)CS(=O)CC(=O)N(CC(=O)NC2CCCC2)c2ccc3c(c2)OCCO3)cc1 (configuration not stated),21.3%,10.3
Cn1c(CCN2CCCCC2)nc2cc(NC(=O)C3CCCCC3)ccc21,?,.
S=C(Nc1ccc2c(c1)OCCO2)Nc1ccccc1Cl,?,.
CC(NC(=O)Nc1cccnc1)(C(F)(F)F)C(F)(F)F,i,22.9
COc1cc(OC)c(C(=O)OCC(=O)N2CC(=O)Nc3ccccc32)cc1OC,?,.
O=C(Nc1ccn(Cc2c(F)c(F)cc(F)c2F)n1)c1ccc(COc2cc(Cl)ccc2Cl)o1,i,21.1
CC(=O)Nc1ccc(OC/C=C(\C)Cl)cc1,14.4%,-6.4
S=c1nc[nH]c2c1[nH]c1ccccc12,42.5%,.
COc1ccc(NC2CCCN(C(=O)c3ccc4[nH]c(C)c(C)c4c3)C2)cc1 (configuration not stated),?,.
CCC(Sc1nc(N)cc(N)n1)C(=O)O (configuration not stated),20.6µM*,-9.8*
Cc1ccc(OCCOC(=O)c2c(-c3ccccc3)noc2C)cc1,i,21.8
Cc1cccc(C2=NN(c3ccc(Br)cc3)[C@@H](C(=O)N3CCOC3=O)[C@@H]2c2ccc(F)cc2)c1,5.0%,-4.1
O=C(Nc1ccccc1OC(F)F)c1ccc(S(=O)(=O)N2CCCC2)cc1,i,-0.6
CNCC(C)COc1ccccc1OCc1ccccc1 (configuration not stated),1.0%,23.0
CCc1[nH]c(C(=O)O)c(C)c1C(=O)OC,1.2%,16.5
Cc1ccc(C)c(NNC(N)=S)c1,15.8%,.
CN(C)/C=N/NC(=O)C1Cc2c(ccc3ccccc23)O1 (configuration not stated),?,.
Cc1cccc(C)c1OCC(=O)Nc1ncn[nH]1,?,.
CCCC(=O)Nc1cccn(Cc2ccccc2Br)c1=O,?,.
COc1cc(/C=C(\NC(C)=O)C(=O)Nc2ccccc2C)ccc1OC(C)=O,14.3%,-3.7
Cc1c(CCOC(=O)c2cccc([N+](=O)[O-])c2)sc[n+]1CC(=O)c1ccccc1,22.9%,6.5
O=C(NC1=C(Nc2ccc(Cl)cc2)C(=O)c2ccccc2C1=O)c1ccccc1,?,.
Clc1cccc(CSc2nnc(-c3cccnc3)n2Cc2ccco2)c1,?,.
CCN(CC)C(=O)n1c(Cc2ccccc2)nc2ccccc21,?,.
COc1cc(/C=C/c2cc(C(F)(F)F)[nH]c(=O)n2)cc(OC)c1OC,?,.
Cc1cccc(/C=N/n2c(COc3ccccc3)n[nH]c2=S)c1,?,.
COc1ccc(-n2nnnc2-c2nc3ccccc3s2)cc1,?,.
CC1CCCN(C(=O)COC(=O)c2cccc(NS(=O)(=O)c3ccccc3)c2)C1 (configuration not stated),?,.
C=CCN(CC=C)C(=O)C1CCN(Cc2ccc(OCc3ccccc3)cc2)CC1,-3.4%,5.3
O=C(CSc1nc2ccccc2[nH]1)Nc1ccccc1F,i,-12.4
O=C1/C(=C/c2ccccc2Cl)SC(=S)N1CCCC(=O)N(CCO)c1ccccc1,-32.7%,27.8

Continuation:
canonical_smiles,S3 lipid droplet,S3 lipid droplet cell count max
CCN(CC(=O)Nc1ccccc1OC)C(=O)/C=C/c1cccs1,?,.
Cc1cccc2nc(-c3ccco3)c(Nc3ccccc3)n12,4.7%,14.0
Cc1ccnc(NC(=O)c2cc(-c3ccc(Cl)s3)nc3ccccc23)c1,?,.
N#CC(C#N)=C/C(C#N)=C(/N)N1CCN(c2ccc(Cl)cc2)CC1,-0.6%,4.0
CCOc1ccc(N(C)S(=O)(=O)c2ccc(C)c(C(=O)Nc3nnc(C4CC4)s3)c2)cc1,?,.
CC1Sc2ccc(S(=O)(=O)N3CCC(C(=O)N4CCN(C)CC4)CC3)cc2NC1=O (configuration not stated),i,.
CCCOc1ccc(C2=NNC(c3cccs3)=Nc3ccc(OC)cc32)cc1,?,.
Cc1ccc(C(=O)Nc2cccc(C(F)(F)F)c2)cc1Nc1ncnc2nc[nH]c12,14.7%,-0.3

In the list so far, 3 have a cyano group:
canonical_smiles,S3 lipid droplet,S3 lipid droplet cell count max
N#CC(C#N)=C1C=C2C=C(N3CCCCCC3)CCC2CC1 (configuration not stated),?,.
N#CCC(=O)N/N=C/c1ccc(N2N=C(c3ccccc3)CC2c2ccccc2)cc1 (configuration not stated),?,.
N#CC(C#N)=C/C(C#N)=C(/N)N1CCN(c2ccc(Cl)cc2)CC1,-0.6%,4.0

(listing goes on)
canonical_smiles,S3 lipid droplet,S3 lipid droplet cell count max
COC(=O)C1C(c2ccccc2)C(C(=O)N2CCOCC2)C1c1ccccc1 (configuration not stated),-3.2%[9.22 µM],13.4
O=C(CSc1ccc2c(c1)OCCO2)Nc1ncccc1O,?,.
O=C(NNS(=O)(=O)c1ccc2ccccc2c1)c1cc(-c2ccccn2)nc2ccccc12,20.4%,2.3
O=C(NN1C(=O)/C(=C/c2ccc(O)cc2)SC1=S)c1cccc(O)c1,?,.
Cc1c(C=O)c2ccccn2c1C(=O)c1ccc(F)cc1,2.9%,20.2
Cc1ccc(NC(=S)Nc2ccc(S(=O)(=O)Nc3ncccn3)cc2)c(C)c1,-0.9%,12.1
CC(=O)c1c(C)[nH]c(C(=O)CN2C(=O)NC(C)(c3ccc(C)cc3)C2=O)c1C (configuration not stated),?,.
Cc1ccc(CN(C(=O)c2cc(=O)c3cc(C)cc(C)c3o2)C2CCS(=O)(=O)C2)cc1 (configuration not stated),5.6%,-4.9
O=C1C2=C(NC(=S)NC2c2ccc(Cl)cc2)NC(c2ccc(Cl)cc2)N1c1ccc(Cl)cc1 (configuration not stated),?,.
CCN(CC)S(=O)(=O)c1cc(C(=O)OC)ccc1Cl,20.1%,-17.5
O=C(NCCCCc1ccccc1)Nc1ccc(F)cc1F,?,.
CCCn1c(=O)c(-c2ccccc2)c(O)c2ccccc21,?,.
Cc1ccc(NC(=O)c2ccc(C(C)(C)C)cc2)cc1[N+](=O)[O-],?,.
COc1cccc(NC(=O)CCC(=O)NCc2ccco2)c1,?,.
Oc1c(/C=N/Nc2cccc3cccnc23)ccc2ccccc12,?,.
Cc1ccnc(NS(=O)(=O)c2ccc(N3C(=O)C4CCCCC4C3=O)cc2)n1 (configuration not stated),?,.
FC(F)(F)c1ccc(Sc2nnc(-c3cccs3)n2CC2CCCO2)nc1 (configuration not stated),?,.
COc1ccccc1C(C)NC(=O)c1cc(=O)[nH]c2ccccc12 (configuration not stated),i,-5.1
O=C1CC(NS(=O)(=O)c2cc(F)ccc2F)CN1c1ccc2c(c1)OCCO2 (configuration not stated),i,.
CN(CC(=O)Nc1ccc(Cl)c(C(F)(F)F)c1)C(=O)CC1Sc2ccccc2NC1=O (configuration not stated),-27.8%,7.2
Cc1ccc(-c2csc(NC(=O)CCNC(=O)c3ccc(Cl)cc3)n2)cc1,?,.

The list is partial; the hit share may differ from the screen's.
